TDP1 inh: inhibitors of human tyrosyl-DNA phosphodiesterase TDP1 | Q9NUW8 | recombinant TDP1, AlphaScreen DNA substrate cleavage | Potency, µM (doses to about 130 µM), for the others: at the top dose activity change, negative = inhibition, actives largely listed as inhibitors | 350,000 tested, 0.28% active | AID 485290; note: nearly all actives have a fitted effect of over 40% in size
Target sequence (Q9NUW8 whole entry, looked up): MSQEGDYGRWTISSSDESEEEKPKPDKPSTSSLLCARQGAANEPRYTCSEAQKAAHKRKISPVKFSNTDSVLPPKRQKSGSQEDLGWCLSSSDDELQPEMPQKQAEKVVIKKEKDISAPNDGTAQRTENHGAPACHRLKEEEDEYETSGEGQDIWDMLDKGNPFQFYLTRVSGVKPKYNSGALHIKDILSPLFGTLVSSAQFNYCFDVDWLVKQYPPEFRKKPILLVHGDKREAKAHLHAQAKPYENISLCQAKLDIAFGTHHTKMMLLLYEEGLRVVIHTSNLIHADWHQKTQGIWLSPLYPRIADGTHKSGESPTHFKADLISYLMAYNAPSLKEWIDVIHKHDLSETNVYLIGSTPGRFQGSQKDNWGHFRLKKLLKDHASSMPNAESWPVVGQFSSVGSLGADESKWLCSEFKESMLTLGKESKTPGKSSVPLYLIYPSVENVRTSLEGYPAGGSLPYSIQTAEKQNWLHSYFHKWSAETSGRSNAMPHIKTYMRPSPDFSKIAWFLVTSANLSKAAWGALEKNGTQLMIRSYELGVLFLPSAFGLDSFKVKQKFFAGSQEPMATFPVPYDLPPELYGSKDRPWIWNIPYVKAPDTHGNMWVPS
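Signal: AlphaScreen proximity between streptavidin donor and anti-FITC acceptor beads on intact substrate. Reaction: Tdp1 1 nM, substrate 15 nM final, 5 min RT after 15 min compound preincubation.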
DT40 TDP1 no CPT: qHTS for Inhibitors of human tyrosyl-DNA phosphodiesterase 1 (TDP1): qHTS in cells in absence of CPT. 420,000 tested, 15% active. DT40 Tdp1-/- hTDP1 cells, no CPT, ATP luminescence, 48 h. Potency, µM (titrated, usually from 46.2 µM), without a hit: at the top dose activity change, negative = growth inhibition, most hits filed as inhibitors; note: nearly all actives have a fitted effect of over 55% in size
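Camptothecin absent (DMSO only). Human TDP1-complemented DT40 knockout cells, 400 cells/well, 37 °C for minimum 48 hr; ATP measured via CellTiter-Glo, 30 min dark incubation, luminescence.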
KAT2A inh: GCN5L2 (KAT2A) acetyltransferase inhibition; Q92830; GCN5L2 HAT assay, ThioGlo1 CoA-SH fluorescence; Potency, µM (doses to about 58.9 µM), for inactives: at the top dose activity change, negative = inhibition, most hits filed as inhibitors; 390,000 tested, 0.21% active
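qHTS, 1536-well. 20nM enzyme, pH 7.5 HEPES/EDTA/Tween-20 buffer; 15 min compound preinc., RT. Start: 75uM H3(1-25), 70uM AcCoA, 50uM ThioGlo1. Read Ex340/Em540 at t=0 (autofluorescence flag) and t=20 min.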
Numbers without * were called inactive; ? = inconclusive; . = no result given; [ ] = remark or other dose. Calls come from the whole dose curve; as a rule, active = well fitted curve in the direction sought with a large enough effect; inconclusive = small, poorly fitted or top-dose-only effect, or another doubt; inactive = no such curve, though single readings can be large; an effect the other way counts as inactive or inconclusive. % is set by controls: 0 for no effect and ±100 for the full control effect; potency is the fitted concentration of half-maximal effect. These rows are one share of the data; rates above refer to the full screens.

Start of the data: the first two compounds as a preview:
smiles | DT40 TDP1 no CPT | TDP1 inh | KAT2A inh
Cc1nnc(N(C)C(=O)c2ccncc2)s1 | -1.5% | 4.7% | 4.1%
C=CCONC(=O)c1cc(OCC(F)(F)F)ccc1OCC(F)(F)F | -3.8% | -4.8% | -14.0%

The whole of this part, previewed entries included:
smiles | DT40 TDP1 no CPT | TDP1 inh | KAT2A inh
Cc1nnc(N(C)C(=O)c2ccncc2)s1 | -1.5% | 4.7% | 4.1%
C=CCONC(=O)c1cc(OCC(F)(F)F)ccc1OCC(F)(F)F | -3.8% | -4.8% | -14.0%
N#Cc1nc(COc2ccccc2Cl)oc1N1CCCCCC1 | ? | 5.2% | -1.8%
COc1ccc(S(=O)(=O)Cc2ccc(C(=O)NC(C)C)o2)cc1 | -16.2% | -2.6% | 0.4%
CCc1nnc(NC(=O)c2ccc3ncsc3c2)s1 | -20.2% | -11.4% | -2.5%
COc1ccc(Br)cc1CN1C(=O)NC2(CCCCCC2)C1=O | -13.9% | 10.4%[0.0935 µM] | -17.7%
O=c1c2oc3ccccc3c2n(Cc2cccc(F)c2)c(=O)n1Cc1ccc2c(c1)OCO2 | ? | -2.6% | -8.2%
C/C(=N\NC(=O)COc1cccc2ccccc12)c1cccs1 | ? | 1.7% | -7.5%
N#Cc1c(N)sc(=S)c2c1CCCCC2 | -18.1% | 10µM* | ?
Cc1ccc(C(=O)N[C@H](C(=O)Nc2ccc(F)cc2)C(C)C)cc1 | 3.0% | . | 25.0%
CN(Cc1ccon1)C(=O)CC1C(=O)NCCN1Cc1ccccc1C(F)(F)F (stereo unspecified) | 7.8% | . | -5.1%
c1ccc(CCc2ccccc2-c2nc(-c3cccnc3)no2)cc1 | ? | 5.3% | -12.8%
CCOC(=O)c1c(N)n[nH]c1-c1ccc(OC)cc1 | -0.7% | 3.3% | -27.4%
COc1ccccc1N(CN1C(=O)c2ccccc2C1=O)C(=O)c1cccnc1 | -15.9% | -3.1% | -0.4%
Cc1ccc(CSc2nnc(-c3ccc(S(=O)(=O)N4CCCC4)cc3)o2)cc1 | -9.8% | -4.8% | 0.7%
COCCOC(=O)c1c(N)n(CCCN2CCOCC2)c2nc3ccccc3nc12 | 0.8% | 1.2% | -13.1%
CCn1nc(C)c(CNC(=O)c2ccc(OC3CCN(Cc4ccccn4)CC3)cc2)c1C | 2.91µM* | 2.6% | -8.0%
CCC(CC)C(=O)Nc1c2cnn(-c3ccccc3)c2nc(=O)n1-c1ccccc1 | ? | 1.5% | -8.6%
CCC1=C(c2ccc(C)cc2)S(=O)(=O)N=C1N1CCC(C(=O)NCCc2ccc(Cl)cc2)CC1 | 10.3µM* | 3.9% | -11.4%
COc1ccc(CN2CCC(=O)N([C@H](CO)CC(C)C)CC2)cc1 | ? | . | -2.6%
Cn1c(CCNC(=O)c2ccccc2F)nnc1SCC(=O)Nc1nncs1 | -0.8% | 0.9% | -4.6%
CCCc1cc(-c2n[nH]c(=S)n2CC)c2ccccc2n1 | ? | 5.6% | 1.5%
CNc1cc(C)nc(-n2nc(C)cc2C)n1 | 5.17µM* | 0.0% | -2.5%
Cc1nc2nc(Cc3ccccc3)[nH]n2c(=O)c1Cc1ccccc1 | ? | 2.1% | 0.4%
Cc1nnc2c(N3CCN(CCO)CC3)nc3ccccc3n12 | -16.6% | . | -0.4%

(further entries)
smiles | DT40 TDP1 no CPT | TDP1 inh | KAT2A inh
O=C(CCC1CCCN(C(=O)c2ccncc2)C1)NCc1ccc(F)c(F)c1 (stereo unspecified) | ? | 0.0% | -9.7%
Cc1onc(-c2ccccc2)c1C(=O)NNC(=O)c1ccccc1Br | 1.6% | -1.8%[56.1 µM] | -6.7%
O=C(CCC1N=C2c3ccccc3N=C(SCc3ccc(Cl)cc3)N2C1=O)NCCc1ccccc1 (stereo unspecified) | ? | 5.9% | -4.3%
Cc1ccc(OCC(=O)NNC(=O)C2CC(=O)N(c3ccc4c(c3)OCCO4)C2)cc1 (stereo unspecified) | -4.2% | -0.1% | -2.4%
O=C(Nc1cccc(C(F)(F)F)c1)NC1CCN(S(=O)(=O)c2ccc(F)cc2)CC1 | ? | 0.0% | -6.5%
Cc1ccc(CCNC(=O)c2cc(-c3ccccc3)n[nH]2)cc1 | ? | 8.5% | -2.3%
Cc1ccc(S(=O)(=O)N2CCN(C(=O)COC(=O)c3c(C)cc(C)cc3C)CC2)c(C)c1 | 10.3µM* | . | ?
CCOC(=O)N1CCN(C(=O)CN(c2ccccc2OC)S(=O)(=O)c2ccc(C)cc2)CC1 | -18.4% | 1.0% | 0.9%
CCCn1c(C2CCCN2c2nc(-c3ccc(OC)cc3)cs2)nc2ccccc21 (stereo unspecified) | ? | . | ?
CC(C)(C)C(=O)OC/C(N)=N/OC(=O)c1ccccc1 | -13.7% | 5.1% | 1.9%
CCOc1ccccc1NC(=O)Nc1ccc(Br)cc1C | 14.6% | 2.6% | -4.1%
CCn1c(SC)nnc1C1CCCN(CC(=O)Nc2ccccc2N2CCOCC2)C1 (stereo unspecified) | -13.6% | 16.1% | 0.8%
Cc1nn(C(=O)Cn2ccc([N+](=O)[O-])n2)c(C)c1Br | 0.0% | -7.7% | 1.3%
C=CCn1c(SCC(=O)c2ccc(O)c(O)c2)nnc1-c1cccc(C)c1 | 18.4µM* | 0.4% | -10.9%
COC(=O)C(C(=O)N1CCN(C)CC1)C1CCCCCC1 (stereo unspecified) | -17.0% | 2.3% | -8.2%
Nc1cc(C(F)(F)F)ccc1N1CCOCC1 | -12.3% | 0.5% | -15.5%
CCN1CCCC1CNC(=O)Cn1ncc2c(=O)oc3ccc(C)cc3c21 (stereo unspecified) | 12.9% | -1.1% | -2.4%
COc1ccc(N2CCN(CC(=O)c3ccc(O)cc3O)CC2)cc1 | -14.4% | 3.1% | -7.0%
Fc1ccccc1CSc1nncn1NCc1cccs1 | -7.0% | 3.3% | -5.2%
Cc1nn(C)c(=S)n1-c1ccc(Cl)cc1 | -10.5% | -7.4% | -7.0%
O=C1CCC(C(=O)N2CCN(c3ccccc3Cl)CC2)CN1CC1CCCCC1 (stereo unspecified) | ? | 0.5% | -5.0%
CCN(C(=O)c1cc2cccc(OC)c2oc1=O)c1ccccc1 | -4.1% | 2.2% | 1.6%
CSc1ccc(-c2cccc([N+](=O)[O-])c2)nn1 | -29.2% | 4.8% | -8.7%
CCOC(=O)CNC(=O)CCCCCC(=O)NCC(=O)OCC | -3.2% | 2.1% | 1.8%
CCOc1ccc(S(=O)(=O)N2CCCCC2)cc1NC(=O)c1c(CC)noc1C | -23.8% | . | -3.3%

(list continues)
smiles | DT40 TDP1 no CPT | TDP1 inh | KAT2A inh
CCCCN(C(=O)NC(=O)Nc1ccccc1OCC)S(C)(=O)=O | -26.1% | 5.8% | -9.7%
COc1ccccc1C(=O)NC(=S)Nc1ccccc1N1CCCCC1 | ? | 4.3% | -2.1%
CCOC(=O)c1sc2nc3n(c(=O)c2c1C)CCC(C)CC3 (stereo unspecified) | ? | 0.0% | -4.2%
CC(C)c1ccc(C(=O)NN2C(=O)C3CCCCC3C2=O)cc1 (stereo unspecified) | -6.0% | 3.2% | -0.5%
Cc1ccc(CNC(=O)Cn2c(=O)cc(C)c3c(C)nn(-c4cccc(F)c4)c32)cc1 | -1.0% | 5.8% | -6.6%
CN(C(=O)c1cccc(NC(=O)C2CCCN(C(=O)OC(C)(C)C)C2)c1)C1CCC1 (stereo unspecified) | 16.4µM* | 0.4% | -0.5%
Cc1cccc(NC(=O)c2cc(N3CCOCC3)nc3ccccc23)c1 | ? | -1.0% | -8.5%
Cc1cc(C)nc(NS(=O)(=O)c2ccc(NS(=O)(=O)c3ccccc3)cc2)n1 | 7.0% | 7.0% | 0.6%
CCc1ccc(OCC(=O)NC(NC(=S)Nc2ccccc2C)C(Cl)(Cl)Cl)cc1 (stereo unspecified) | ? | -1.8% | 48.4%[activator]
COc1ccc(CN2C(=NC(=O)C3CC3)SC3CS(=O)(=O)CC32)cc1 (stereo unspecified) | 33.1%[activator] | 1.9% | -15.9%
CC(C)C(NC(=O)C1CCCCC1)C(=O)Nc1ccccn1 (stereo unspecified) | -13.0% | 4.9% | -3.3%
CCN(CC)S(=O)(=O)c1ccc(C)c(NC(=O)COC(=O)c2ccc(C)c(S(=O)(=O)N3CCOCC3)c2)c1 | 2.8% | 0.0% | 0.1%
COc1ccc(/C=C(\NC(=O)c2ccc([N+](=O)[O-])cc2)C(=O)NCCN2CCOCC2)cc1 | -6.1% | . | -2.1%
CN1C(=O)c2cccc3c(S(=O)(=O)NCc4ccco4)ccc1c23 | ? | 5.2% | -0.4%
Cc1ccc(S(=O)(=O)N2CCN(C(=O)COC(=O)Cc3ccc(F)cc3)CC2)c(C)c1 | -14.8% | 0.3% | -5.6%
CCN(CC)c1ccc(NC(=O)C2CCN(S(=O)(=O)c3ccc4c(c3)oc(=O)n4C)CC2)c(C)c1 | ? | 3.8% | -1.7%
COc1ccc(CCNc2cc(C)nc3c(-c4ccc(Cl)cc4)cnn23)cc1OC | 16.4µM* | -2.7% | -29.1%
Cc1cc(C)c(C(=O)COC(=O)CCn2c(C)csc2=O)cc1C | -11.6% | -6.2% | -8.9%
CCn1c(SCC(=O)N2CCOCC2)nc(O)cc1=O | 3.2% | -13.7% | -2.6%
Cc1ccc(-c2cn3c(n2)sc2cc(C(=O)NC4CCCCCC4)ccc23)cc1 | 16.4µM* | -1.3% | -16.3%
CCC1(c2ccccc2)NC(=O)N(CC(=O)Nc2nnc(C3CC3)s2)C1=O (stereo unspecified) | -11.8% | 4.0% | -0.4%
COc1ccc(C(C)=O)cc1Cn1c(=O)cc(C)[nH]c1=O | -5.7% | 5.4% | 1.8%
Cc1ccc(S(=O)(=O)N2CCCC2)cc1C(=O)N1CCN(Cc2ccccc2)CC1 | ? | 2.7% | -2.9%
CC(NC(=O)C1CCN(C(=O)Nc2ccccc2)CC1)c1ccccc1Cl (stereo unspecified) | ? | 0.3% | -2.3%
COc1ccc(CN2CCNC(=O)C2CC(=O)NCc2cn[nH]c2-c2ccccc2)c(F)c1 (stereo unspecified) | -16.8% | 4.9% | -18.8%

(cont.)
smiles | DT40 TDP1 no CPT | TDP1 inh | KAT2A inh
CC(C)(C)c1nn(-c2ccccc2)c2[nH]c(=O)c(CNc3ccc4c(c3)OCCO4)cc12 | -20.5% | 11.6% | 35.5µM*
COc1cc(C#N)c(NC(=O)CN2CCC(C(N)=O)CC2)cc1OC | 15.9% | 3.8% | -11.9%
Cc1ccc(NC(=O)CCC(=O)N/N=C/c2ccco2)c(C)c1 | -0.5% | -8.2% | 1.2%
O=C(NNC(=O)C(O)c1ccccc1)NC1CCCCC1 (stereo unspecified) | 9.6% | 0.3% | -4.9%
N#CCC(=O)N/N=C/c1cccc(Oc2ccccc2)c1 | -12.0% | 5.5% | -1.6%
COc1ccc(C2CC(C)=C(C#N)S(=O)(=O)C2C#N)cc1 (stereo unspecified) | -8.7% | . | 17.1%
Cc1onc(-c2c(Cl)cccc2Cl)c1C(=O)Nc1nccs1 | ? | 2.7% | -1.2%
Cn1c(NC(=O)c2ccccc2)c(-c2ccccn2)c(=O)c2ccccc21 | -3.8% | 3.0% | 31.7%[activator]
CCOC(=O)C1CCN(C(=O)COC(=O)c2ccccc2C(=O)c2ccc(Cl)cc2)CC1 | -8.4% | . | -3.0%
COc1cc2c(cc1OC)CN(c1nc(CN3CCOCC3)nc3sc4c(c13)CCC(C)C4)CC2 (stereo unspecified) | 14.6µM* | 10.8% | -3.7%
CCc1ccc(S(=O)(=O)c2cnc(SCC(=O)Nc3ccc(OC)cc3OC)[nH]c2=O)cc1 | -11.5% | 8.8% | -3.1%
Cc1ccc(S(=O)(=O)N2CCN(Cc3nc4sc5c(c4c(=O)[nH]3)CCCC5)CC2)cc1 | ? | 0.0% | -3.7%
Cc1ccc(NC(=O)COc2coc(CN3CCc4ccccc4C3)cc2=O)cc1Cl | ? | -0.6% | -1.9%
CN(CCN1CCOCC1)Cc1nc(-c2cccs2)no1 | -2.8% | -1.2% | -8.8%
COC(CNC(=O)c1ccc(CS(=O)(=O)c2c(Cl)cccc2Cl)o1)OC | 30.2%[activator] | . | 20.5%
N#Cc1cccc(-c2ccc3ncnc(N4CCNCC4)c3c2)c1 | ? | . | -8.6%
c1ccc(CCCCN2CCN=C2Nc2ccccc2)cc1 | 16.4µM* | -3.8% | -2.7%
CC1CCCC(NC(=O)COC(=O)COc2ccc(C#N)cc2)C1C (stereo unspecified) | -1.5% | 0.3% | -3.6%
COc1cc(CC(=O)OCC(=O)NC(C)c2ccccc2)cc(OC)c1OC (stereo unspecified) | -3.9% | 0.1% | -9.0%
CCCn1c(SCC(=O)NC(C)(C)C)nnc1C(C)C | -6.0% | -1.1% | -3.5%

Screening data as filed in PubChem.
